# Screening results: PubChem, National Center for Advancing Translational Sciences (NCATS)
# ERK AVP inh: inhibitors of vasopressin-stimulated ERK signaling pathway. HEK293-V1b, vasopressin-stimulated pERK AlphaScreen. Potency, µM (doses to about 57.5 µM), without a hit: at the highest dose activity, negative = inhibition, most hits filed as inhibitors. actives 0.99% (n = 72,000). AID 995; also: potency is read from the fitted curve at half-maximal effect; % is scaled to controls: 0 for no effect and ±100 for the full control effect; nearly all actives have a fitted effect of over 55% in size
#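 HEK293 cells stably expressing V1b receptor, seeded overnight in 1% FBS, were treated with compounds for 30 min at 37C, then stimulated 5 min with 25 nM vasopressin; phospho-ERK read by AlphaScreen SureFire after lysis.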
# USP2a inhib: blocks human ubiquitin-specific protease USP2a. actives 0.1% (n = 60,000). O75604. USP2a enzymatic assay, qHTS inhibition. Potency, µM (doses to about 38.3 µM), for the others: at the top dose activity change, negative = inhibition, actives largely listed as inhibitors;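 also: potency is read from the fitted curve at half-maximal effect; nearly all actives have a fitted effect of over 60% in size; plate controls were DMSO for no effect and NEM full inhibition control for full effect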
#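 20 nM USP2 core + cpd, 30 min RT; add 20 nM Ub-PLA2/20 uM NBD C6-HPC; read Ex460/Em535 at 0 h and 2.5 h. Normalized to NEM; qHTS curve fit/classification.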
# HEK293 cAMP cs: counter-screen for TSHR agonists: cAMP increase in parental HEK293; parental HEK293 CNG cAMP sensor, membrane potential fluorescence; Potency, µM (highest dose often 57.1 µM), for the others: at the top dose activation, usual class: activators; actives 2.5% (n = 73,000); also: potency is read from the fitted curve at half-maximal effect; % of control where 0% means no effect; nearly all actives have a fitted effect of over 55% in size
#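 Parental HEK 293 cells stably expressing a cAMP-gated CNG channel were loaded with membrane potential dye containing 100 uM RO 20-1724 for 60 min. Compound added for 30 min; depolarization read as fluorescence intensity at 590 nm.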
# Rhodamine autofl: rhodamine region autofluorescence; Rhodamine-region fluorescence, 547/598 nm, Tris buffer; hits give high values; max dye-equivalent concentration, M; actives 0.05% (n = 59,000); AID 594; in the data active = max dye-equivalent concentration above about 11 nM; inconclusive = between about 1.1 nM and that limit
#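 Read-out is relative fluorescence at 547 nm excitation and 598 nm emission, expressed as dye-equivalent concentration using rhodamine standards on every plate. Each compound was profiled across a concentration series after 15 min in 100 mM Tris, pH 8.0.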
# Luciferase inh: inhibitors of firefly luciferase; actives 2.2% (n = 72,000); Potency, µM (series often up to 57.1 µM), for inactives: at the top dose activity change, negative = inhibition, most hits filed as inhibitors; purified firefly luciferase, luminescence, 8 min; P08659; also: potency is read from the fitted curve at half-maximal effect; % is scaled to controls: 0 for no effect and ±100 for the full control effect; nearly all actives have a fitted effect of over 40% in size
# Target sequence (P08659 whole entry, looked up): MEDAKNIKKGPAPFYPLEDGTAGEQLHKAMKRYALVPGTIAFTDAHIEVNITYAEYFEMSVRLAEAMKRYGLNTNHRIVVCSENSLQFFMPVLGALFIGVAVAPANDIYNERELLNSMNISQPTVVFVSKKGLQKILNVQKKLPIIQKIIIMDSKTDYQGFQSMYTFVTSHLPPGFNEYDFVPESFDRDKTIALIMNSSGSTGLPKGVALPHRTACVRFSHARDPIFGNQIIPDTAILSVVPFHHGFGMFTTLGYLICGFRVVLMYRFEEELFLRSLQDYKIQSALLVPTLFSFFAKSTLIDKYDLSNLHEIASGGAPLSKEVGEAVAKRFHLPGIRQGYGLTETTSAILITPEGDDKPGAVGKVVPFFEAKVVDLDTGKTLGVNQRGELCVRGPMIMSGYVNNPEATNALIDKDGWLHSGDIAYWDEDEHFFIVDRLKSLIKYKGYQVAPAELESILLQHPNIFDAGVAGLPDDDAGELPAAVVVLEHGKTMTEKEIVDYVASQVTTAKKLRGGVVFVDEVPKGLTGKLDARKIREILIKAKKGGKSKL
#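 Firefly luciferase (PKLight detection mix) with 10 uM ATP in pH 7.2 imidazole buffer (KCl, MgCl2, Tween 20, BSA). Compounds tested across a concentration series (qHTS). Luminescence read after 8 min at ambient temperature.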
# Caspase-7 inhib: allosteric or competitive inhibitors of human caspase-7 | Potency, µM (titrated, usually from 57.5 µM), for inactives: at the top dose activity change, negative = inhibition, hits mostly inhibitors | recombinant caspase-7, Ac-DEVD-AFC fluorescence rate | actives 0.02% (n = 75,000) | P55210; active = well fitted inhibition curve with a large enough effect in the main read-out, with a control signal flat, not every such curve was filed as active; inconclusive = small, poorly fitted or top-dose-only effect, or a change in a side signal; also: potency is read from the fitted curve at half-maximal effect; % of control where 0% means no effect
# Fluorescein autfl: compound autofluorescence in fluorescein spectral region. actives 0.91% (n = 59,000). Compound autofluorescence, 480/540 nm, fluorescein-equivalent; hits give high values. max fluorescein-equivalent concentration, M. AID 593; in the data active = max fluorescein-equivalent concentration above about 10 nM; inconclusive = between about 1.1 nM and that limit
#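 First, buffer (100 mM Tris, pH 8.0) dispensed; second, compounds and fluorescein standards pinned in; third, 15 min room-temperature incubation; finally, imaging at ex 480 nm/em 540 nm. Fluorescence normalized against the six-point fluorescein curve.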
# HADH2 inhib: inhibitors of human HADH2 dehydrogenase. recombinant HADH2, NADH fluorescence, beta-hydroxybutyryl-CoA. actives 3.4% (n = 73,000). Potency, µM (top dose mostly 57.1 µM), inactives show top-dose activity change, negative = inhibition, actives largely listed as inhibitors. Q99714. AID 886; also: potency is read from the fitted curve at half-maximal effect; % is scaled to controls: 0 for no effect and ±100 for the full control effect; nearly all actives have a fitted effect of over 60% in size; many of its hits are not listed in these tables
# Target sequence (Q99714 whole entry, looked up, one chain of several): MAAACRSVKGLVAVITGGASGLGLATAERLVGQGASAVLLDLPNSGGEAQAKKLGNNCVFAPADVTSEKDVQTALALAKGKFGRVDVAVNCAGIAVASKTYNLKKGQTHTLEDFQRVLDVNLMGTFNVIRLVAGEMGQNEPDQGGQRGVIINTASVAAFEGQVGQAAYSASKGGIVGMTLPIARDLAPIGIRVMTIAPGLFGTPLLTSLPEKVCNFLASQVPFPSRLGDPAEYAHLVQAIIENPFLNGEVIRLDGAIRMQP
#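 NADH fluorescence (ex 360/em 450 nm) read every 30 s for 4 min; activity taken as last-minus-first time point difference. Enzyme 20 nM, NAD+ 1 mM, beta-hydroxybutyryl-CoA 90 uM, pH 9.0 Tris buffer.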
# Tau filament bind: tau filament binding; recombinant tau filaments, thioflavin S fluorescence, 15 h; filaments grown with octadecylsulfate alongside compound; actives 2% (n = 71,000); Potency, µM (doses to about 57.1 µM), without a hit: at the highest dose activity change, negative = inhibition;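 also: potency is read from the fitted curve at half-maximal effect; % is scaled to controls: 0 for no effect and ±100 for the full control effect; actives lower thioflavin S fluorescence by blocking filaments or displacing dye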
#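 Quantitative HTS: thioflavine S signal from ODS-induced tau filaments, excited at 450 nm, emission 510 nm. Conditions: 1 uM tau, 30 uM ODS, 15 h at 37 C, pH 7.4.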
# Texas Red fluor: compound fluoresces in the Texas Red spectral region. Compound fluorescence, Texas Red channel, 547/618 nm; hits give high values. max dye-equivalent concentration, M. actives 0.06% (n = 59,000); in the data active = max dye-equivalent concentration above about 10 nM; inconclusive = between about 1.1 nM and that limit
#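 Spectral interference profiling: each compound concentration's relative fluorescence, read with a 547 nm excitation and 618 nm emission filter pair, was normalized to a per-plate Texas Red standard curve.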
# Casp1 inh: blocks human caspase-1 allosterically or competitively. Caspase-1 enzyme, Ac-WEHD-AFC fluorogenic rate. AID 900. actives 0.03% (n = 75,000). Potency, µM (doses to about 57.5 µM), for inactives: top-dose activity change, negative = inhibition, hits mostly inhibitors. P29466;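 also: potency is read from the fitted curve at half-maximal effect; plate controls were vehicle for no effect and no substrate for full effect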
# Target sequence (P29466 120-297 limits assumed): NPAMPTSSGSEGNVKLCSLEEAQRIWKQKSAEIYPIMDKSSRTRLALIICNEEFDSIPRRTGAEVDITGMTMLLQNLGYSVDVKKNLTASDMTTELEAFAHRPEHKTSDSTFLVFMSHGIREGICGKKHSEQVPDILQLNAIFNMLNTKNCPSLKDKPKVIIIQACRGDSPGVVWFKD
# Target sequence (P29466 317-404 limits assumed): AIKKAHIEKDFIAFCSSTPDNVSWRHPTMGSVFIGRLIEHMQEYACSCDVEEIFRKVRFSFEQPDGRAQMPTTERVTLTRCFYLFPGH
# Starred values were filed as active, the others as inactive; i = inactive; ? = inconclusive; · = no result given; [ ] = remark or other dose. Unless noted, calls follow the shape of the dose curve; as a rule, active = well fitted curve in the direction sought with a large enough effect; inconclusive = small, poorly fitted or top-dose-only effect, or another doubt; inactive = no such curve, though single readings can be large; an effect the other way counts as inactive or inconclusive. A portion of the library. The share of hits here may be higher or lower than overall.
SMILES,ERK AVP inh,USP2a inhib,HEK293 cAMP cs,Rhodamine autofl,Luciferase inh,Caspase-7 inhib,Fluorescein autfl,HADH2 inhib,Tau filament bind,Texas Red fluor,Casp1 inh
COc1cc2c(cc1OC)C(c1ccc(C)o1)CC(=O)N2 (configuration not stated),?,·,0%,·,-3%,-2%,·,13%,1%,·,-4%
COc1ccc(N2C(=O)CC(Nc3ccc(N4CCOCC4)cc3)C2=O)c(OC)c1 (configuration not stated),-36%,13%,-2%,i,-2%,0%,i,-14%,?,i,-5%
O=c1[nH]c(NC2CCCCC2)nnc1Cc1ccccc1,17%,-10%,8%,i,2%,1%,i,-3%,-2%,i,1%
Cc1ccc2c(C)c(C(=O)Nc3nnc(C)s3)oc2c1,0%,5%,9%,i,3%,1%,i,-2%,10%,i,0%
COc1ccccc1-n1c(CNC(=O)c2ccc(S(=O)(=O)N3CCOCC3)cc2)n[nH]c1=S,-8%,3%,-3%,i,-2%,0%,i,-10%,7%,i,2%
O=C(CCCSc1nc2sc3c(c2c(=O)[nH]1)CCC3)NCCO,-3%,-5%,5%,i,2%,8%,i,8%,0%,i,-1%
CC1CCN(C(=O)c2scc3c2OCCO3)CC1,19%,3%,13%,i,-4%,0%,i,-11%,8%,i,1%
COc1cc(NS(=O)(=O)c2ccc(NC(C)=O)cc2)cc(OC)c1,-1%,0%,13%,i,2%,1%,i,4%,4%,i,0%
CCn1c(=O)n(CC(=O)NCc2ccccc2OC)c(=O)c2ccccc21,?,-13%,-5%,i,1%,1%,i,8%,-3%,i,0%
CCc1ccc2nc(NC(=O)CSCc3c(C)noc3C)sc2c1,?,2%,7%,i,-11%,-2%,i,9%,4%,i,-2%
O=C1/C(=N/n2cnnc2)c2ccccc2N1Cc1ccccc1,9%,-3%,17%,i,-7%,-3%,?,?,0%,i,1%
COc1ccc(NC(=O)C(C)NS(=O)(=O)c2ccc(NC(C)=O)cc2)cc1Cl (configuration not stated),-4%,16%,-9%,i,1%,-2%,?,-17%,-19%,?,1%
CCC1=NC(c2ccccc2OC)N(O)C1(C)C (configuration not stated),-17%,4%,6%,·,2%,0%,·,-11%,0%,·,-2%
COCc1cc(C)nc2sc(C(=O)N3CCCC3)c(N)c12,-2%,-3%,2%,i,3%,0%,i,4%,5%,i,-2%
CCN1CCCC1Cn1c(-c2ccccc2)nc2c(N(CCOC)CCOC)nc(C)nc21 (configuration not stated),10%,·,?,·,·,-2%,·,?,40%,·,-6%
O=C(c1ccco1)N1CCN(C(=O)c2cc3c(=O)oc4ccccc4c3s2)CC1,24%,-3%,22%,i,0%,-1%,i,14%,-4%,?,2%
COC(=O)C1=C(C)n2nnnc2NC1c1cc2ccccc2o1 (configuration not stated),?,15%,5%,i,-1%,-1%,?,-1%,-8%,i,-1%
Cn1c(=O)n(C)c2cc(S(=O)(=O)N3CCCc4ccccc43)ccc21,-11%,15%,-2%,i,-1%,-1%,?,14%,3%,i,1%
Cc1cc(C)nc(-n2c(Nc3ccccc3)cc(=O)c3c(C)n(-c4ccccc4)c(=O)nc32)n1,-8%,1%[7.66 µM],3%[11.4 µM],·,-2%,1%,·,2%[11.4 µM],-4%[11.4 µM],·,5%
O=C(NCc1cccs1)[C@@H]1CSC2c3ccccc3C(=O)N21 (some centres not stated),-10%,27%,-13%,i,1%,-1%,i,-17%,-2%,?,2%
CC1CCCC(C)N1C(=O)c1cc(-c2ccc(Cl)c(Cl)c2)on1 (configuration not stated),10%,-10%,16%,i,-11%,-3%,i,-3%,3%,i,-3%
CCOCCCNC(=O)C(c1ccccc1)N(Cc1ccc2c(c1)OCO2)C(=O)CNC(C)=O (configuration not stated),15%,6%,?,i,2%,1%,i,16%,-6%,i,-1%
CCc1ccccc1NC(=O)c1onc(C)c1Cl,-11%,·,8%,·,0%,-3%,·,-5%,-5%,·,0%
CCN(CC)C(=O)Cn1ncc2c1-c1ccccc1OC2,14%,·,13%,·,0%,-1%,·,3%,10%,·,-1%
COc1ccc(Cl)cc1NC(=O)C1CCCN(S(=O)(=O)c2cccc3nonc23)C1 (configuration not stated),-4%,22%,-9%,i,3%,0%,?,13%,25µM*,i,-2%
CCN1CCN(Cc2c(C)[nH]c3ccc(C(=O)OC)cc3c2=O)CC1,?,-2%,5%,i,-2%,-1%,i,9%,-4%,i,0%
CSc1nc(=O)n(-c2ccccc2)c(C)c1C(C)=O,2%,0%,6%,·,-4%,0%,·,3%,-2%,·,-2%
CCC(C)NC(=O)CCC(=O)Nc1ccc2nc(N3CCOCC3)cc(C)c2c1 (configuration not stated),7%,0%,6%,i,-17%,-5%,i,0%,-10%,i,0%
O=C(CSc1ncccn1)NCCc1ccccc1,0%,-1%[7.66 µM],-1%[11.4 µM],·,1%,1%,·,-3%[11.4 µM],-8%[11.4 µM],·,1%
CCCc1cc(N2CCCC(C(=O)Nc3ccc(OC)cc3OC)C2)n2ncnc2n1 (configuration not stated),-8%,77%[activator],4%,i,-2%,-3%,i,14%,3%,i,0%
Cc1cc(=O)n(-c2ccc3ccccc3n2)[nH]1,-2%,-2%,4%,i,0%,-1%,i,6%,-8%,i,0%
COc1cccc(-c2nnn(CC(=O)O)n2)c1,14%,-8%,9%,i,1%,1%,?,-14%,-5%,i,1%
N#Cc1nc(-c2ccc(F)cc2)oc1NCCN1CCOCC1,-12%,·,2%,·,-12%,-2%,·,32µM*,11%,·,3%
COc1ccc(OC)c(-c2nnc(SCC(=O)NC3CCCCC3)o2)c1,-7%,·,15%,·,-1%,-1%,·,1%,6%,·,-1%
CCCCOc1ccccc1C(=O)NCC(=O)O,30%,-10%,11%,i,-1%,3%,i,0%,5%,i,-1%
Cc1nc(NCCO)c2nnn(Cc3ccccc3F)c2n1,-15%,-3%,-4%,i,2%,2%,i,3%,3%,i,1%
CSc1ccccc1C(=O)NCc1ccc2c(c1)OCO2,-15%,-3%,5%,i,-1%,-1%,i,-8%,0%,i,1%
O=C(Nc1ccc(C(F)(F)F)cc1)C1CCCN1S(=O)(=O)c1cccc2cccnc12 (configuration not stated),25%,38%[activator],13%,i,0%,-3%,i,2%,9%,i,-1%
Cc1cc(C(=O)CSc2nnc(-c3cccc(F)c3)n2N)c(C)n1Cc1ccc2c(c1)OCO2,-7%,35%[activator],10µM*,i,0%,0%,i,-1%,i,?,-4%
Cc1ccc2[nH]c(-c3ccccc3)cc(=O)c2c1,-6%,0%[7.66 µM],22%[11.4 µM],·,5µM*,-1%,·,-6%[11.4 µM],-12%[11.4 µM],·,-1%
C=C(C)Cn1c(CCNC(=O)C(C)(C)C)nc2ccccc21,12%,0%,-1%,i,1%,0%,i,7%,2%,i,4%
Cc1nc2sc(C(c3ccco3)N3CCN(c4ccccc4)CC3)c(O)n2n1 (configuration not stated),·,·,?,·,-13%,0%,·,-6%,-16%,·,-3%
COc1ccc2c(c1)C(=NO)c1cc(OC)ccc1-2,-28%,-8%,-2%,i,-13%,1%,i,-6%,4µM*,i,-1%
Cc1ccc2cccc(O)c2[n+]1[O-],32%,0%,5%,i,0%,-3%,i,-16%,-2%,i,-5%
Cc1ccc(N2CC(C(=O)Nc3ccc(S(=O)(=O)N4CCOCC4)cc3)CC2=O)cc1 (configuration not stated),-10%,38%[activator],59%,i,1%,-1%,i,-17%,-4%,i,-1%

# Part of the list above in order of molar mass, low to high.
SMILES,ERK AVP inh,USP2a inhib,HEK293 cAMP cs,Rhodamine autofl,Luciferase inh,Caspase-7 inhib,Fluorescein autfl,HADH2 inhib,Tau filament bind,Texas Red fluor,Casp1 inh
CSc1ccccc1C(=O)NCc1ccc2c(c1)OCO2,-15%,-3%,5%,i,-1%,-1%,i,-8%,0%,i,1%
N#Cc1nc(-c2ccc(F)cc2)oc1NCCN1CCOCC1,-12%,·,2%,·,-12%,-2%,·,32µM*,11%,·,3%
CCCc1cc(N2CCCC(C(=O)Nc3ccc(OC)cc3OC)C2)n2ncnc2n1 (configuration not stated),-8%,77%[activator],4%,i,-2%,-3%,i,14%,3%,i,0%

# (listing goes on)
SMILES,ERK AVP inh,USP2a inhib,HEK293 cAMP cs,Rhodamine autofl,Luciferase inh,Caspase-7 inhib,Fluorescein autfl,HADH2 inhib,Tau filament bind,Texas Red fluor,Casp1 inh
CCCCCn1c(CN2CCN(c3cccc(Cl)c3)CC2)nc2c1c(=O)n(C)c(=O)n2C,-14%,22%,?,i,2%,-2%,?,6%,40%,i,0%
O=C1CCCN1CCCNc1ccc(S(=O)(=O)N2CCCCC2)cn1,4%,0%,-1%,i,0%,0%,i,0%,14%,i,1%
O=C(CSc1nnc(-c2cccnc2)n1CCc1ccccc1)N1CCCCC1,12%,-2%,0%,i,0%,0%,?,2%,10%,i,3%
CC(=O)Nc1cccc(NC(=O)CCCC(=O)O)c1,10%,-2%,-2%,·,-2%,0%,·,-7%,-18%,·,1%
